FXN GAA850 act: increases GAA850 frataxin promoter reporter activity | HEK293 lucGAA850 FXN promoter luciferase reporter, 24 h; percent of 10 µM SAHA response | activation, % at 6 µM | 360,000 tested, 0.56% active;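 active = activation above the average of all compounds screened plus 3 SD, cutoff fixed separately per campaign, cut at about 7.5% in these data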;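 also: 0% = DMSO wells and 100% = 10 µM SAHA wells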
ADAM10 inh: inhibitors of human ADAM10; recombinant ADAM10, EDANS/DABCYL FRET peptide cleavage, 3 h; O14672; inhibition, % at 7 µM; 370,000 tested, 0.62% active;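 active = inhibition above a per-campaign cutoff equal to the mean of compounds falling between control-based bounds plus 3 SD, cut at about 20% in these data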;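 also: 0% = DMSO wells while the 100% control is not disclosed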
DAX1 inh-1: inhibits human nuclear receptor DAX1 | P51843 | HEK293 Gal4-DAX1 luciferase reporter, luminescence | inhibition, % at 6.75 µM | 340,000 tested, 0.99% active | AID 504766;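 active = inhibition above the mean over all tested compounds plus 3 SD, cut at about 4.2% in these data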;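 also: 0% = DAX1-transfected cells with DMSO and 100% = empty-vector control cells with DMSO; inhibition shows as a rise in luminescence from relieved DAX1 repression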
Target sequence (P51843 207-470 limits assumed): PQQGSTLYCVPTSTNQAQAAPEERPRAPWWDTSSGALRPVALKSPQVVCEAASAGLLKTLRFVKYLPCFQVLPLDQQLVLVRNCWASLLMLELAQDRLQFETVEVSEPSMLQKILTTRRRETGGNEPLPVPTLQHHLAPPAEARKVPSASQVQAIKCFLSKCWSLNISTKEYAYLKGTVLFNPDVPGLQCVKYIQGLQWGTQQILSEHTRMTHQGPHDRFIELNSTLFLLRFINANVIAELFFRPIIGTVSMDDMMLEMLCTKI
DAX1 inh-2: blocks DAX1 repression of SF-1 activated StAR promoter; 370,000 tested, 1.1% active; inhibition, % at 6.8 µM; HEK293T StAR-luciferase reporter, SF-1/DAX-1 repression relief; AID 652010;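 active = inhibition above the mean over all tested compounds plus 3 SD, cut at about 3.6% in these data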;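 also: 0% = DAX-1 cells with DMSO and 100% = cells lacking DAX-1 with DMSO; higher inhibition means more luminescence from relief of DAX-1 repression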
PG9 binder: PG9 antibody binding by small molecule; TR-FRET gp120-PG9 antibody binding; inhibition, % at 6.7 µM; 360,000 tested, 0.43% active; in the data active = inhibition above about 8.5%
NPR1 activator: GC-A (human) enzyme activation; HEK293 GC-A cells, cGMP TR-FRET, EC30 ANP; 0% at EC30 ANP, 100% saturating ANP; activation, % at 10 µM; 370,000 tested, 0.14% active; AID 1671463; in the data active = activation above about 40%
hgDAF12 agonist: hgDAF-12 agonism, primary luciferase screen | AID 687014 | 370,000 tested, 1.8% active | activation, % at 6.8 µM | HEK293 GAL4-hgDAF12 UAS-luciferase reporter, agonist luminescence; normalized to butyrate control;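 active = activation above a cutoff set at the mean of all screened compounds plus 3 SD, cut at about 10% in these data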;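 also: 0% = DMSO wells and 100% = sodium butyrate wells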
ssDAF12 agonist: S. stercoralis DAF-12 activation, primary screen. HEK293 ssDAF-12/GRIP1 lit1-tk-luc reporter, luminescence; % of 3 µM dafachronic acid response. activation, % at 6.8 µM. 370,000 tested, 1% active. AID 652126;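 active = activation above the mean over all tested compounds plus 3 SD, cut at about 0.9% in these data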;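 also: 0% = DMSO-only wells and 100% = 3 µM delta7-dafachronic acid wells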
ADAM17 inh: ADAM17 inhibition, QFRET primary screen. P78536. recombinant ADAM17, EDANS/DABCYL FRET peptide cleavage. inhibition, % at 6.95 µM. 370,000 tested, 0.83% active;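 active = inhibition above the mean of compounds lying between control limits plus 3 SD, set per campaign, cut at about 8.5% in these data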;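 also: 0% = DMSO-only wells as the low control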
Target sequence (P78536 215-824 limits assumed): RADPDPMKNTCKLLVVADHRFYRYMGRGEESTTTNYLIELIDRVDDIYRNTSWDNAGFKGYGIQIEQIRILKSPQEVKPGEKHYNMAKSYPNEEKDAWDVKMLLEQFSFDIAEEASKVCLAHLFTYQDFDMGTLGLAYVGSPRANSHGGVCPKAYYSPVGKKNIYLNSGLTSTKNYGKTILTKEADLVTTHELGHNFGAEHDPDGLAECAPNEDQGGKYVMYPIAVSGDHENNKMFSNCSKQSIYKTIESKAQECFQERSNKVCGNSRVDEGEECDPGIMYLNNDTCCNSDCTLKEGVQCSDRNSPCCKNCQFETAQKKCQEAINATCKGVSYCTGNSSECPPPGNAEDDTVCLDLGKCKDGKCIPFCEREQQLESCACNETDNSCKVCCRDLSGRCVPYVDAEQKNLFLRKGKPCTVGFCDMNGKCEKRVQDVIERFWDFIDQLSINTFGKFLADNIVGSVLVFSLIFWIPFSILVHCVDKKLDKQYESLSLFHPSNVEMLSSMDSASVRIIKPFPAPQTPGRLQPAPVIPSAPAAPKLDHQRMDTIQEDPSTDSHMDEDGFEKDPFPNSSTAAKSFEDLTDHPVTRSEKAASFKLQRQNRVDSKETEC
SMARCA2 activ: increases SMARCA2 function in MMTV reporter cells; MG213 cells, MMTV-luciferase reporter, dexamethasone, overnight; activation, % at 9.1 µM; 370,000 tested, 1% active; AID 652017; in the data active = activation above about 7.8%;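 also: 0% = vehicle wells and 100% = reference activator wells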
hcDAF12 agonist: H. contortus DAF-12 activation, primary screen; HEK293 hcDAF-12 lit1-tk-luc reporter, luminescence; 0% DMSO, 100% Δ7-dafachronic acid; activation, % at 6.8 µM; 370,000 tested, 1.4% active; AID 652067;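 active = activation above the mean of all tested compounds plus 3 SD, cut at about 5.5% in these data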;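 also: 100% = response to 3 µM Δ7-dafachronic acid high control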
* marks the source's active call; other numbers are inactive results; i = inactive; . = no result given. Rows were taken by chance. Share with any hit: about 6.8%.

mol	FXN GAA850 act	ADAM10 inh	DAX1 inh-1	DAX1 inh-2	PG9 binder	NPR1 activator	hgDAF12 agonist	ssDAF12 agonist	ADAM17 inh	SMARCA2 activ	hcDAF12 agonist
CCN1CCCC1CNC(=O)c1cc2c(C)nc3ccccc3c2o1 (configuration not stated)	0.7	-5	1.1	1.9	-1.1	9	2.5	-1.8	-3	0	-0.6
O=C(CCNC(=O)c1ccc(Cl)cc1)Nc1cccc(S(=O)(=O)N2CCCCCC2)c1	-0.6	7	-1.4	-0.7	-2.0	-4	-3.5	-1.2	3	1	0.3
Cc1cccc(NC(=O)c2cc(=O)c3ccccc3o2)n1	3.4	-10	0.4	-0.2	1.7	0	8.2	-1.4	-5	0	1.6
CCOC(=O)c1c(S(=O)(=O)N2CCN(C3CCCCC3)CC2)c(C)n(C)c1C	5.4	-14	0.3	1.1	-1.7	3	-1.6	-0.6	-8	-3	-1.0
Cc1ccccc1CC1(CO)CCCN(C(=O)CCC(=O)c2ccccc2)C1 (configuration not stated)	3.6	8	-0.7	-0.5	-0.2	-5	1.3	-1.2	0	-1	1.6
O=Cc1cn(CC(=O)NCC2CCCO2)c2ccccc12 (configuration not stated)	-2.2	0	0.6	-0.2	-1.4	-4	0.4	-0.6	2	-2	1.5
COc1cc(/C=C\C(=O)OCn2nnc3ccccc3c2=O)cc(OC)c1OC	2.3	-15	1.7	-0.7	1.4	3	-3.0	-1.7	-7	0	-2.5
Cn1nnnc1SCc1csc(C2C(C#N)=C(N)OC3=C2C(=O)CCC3)c1 (configuration not stated)	-0.4	-5	-1.3	-0.6	-1.2	-3	4.1	-0.8	-4	-2	-1.1
CCC(=O)N/N=C(\C)CC(=O)Nc1ccc(Cl)cc1	3.6	7	-0.6	-0.2	-1.6	2	0.6	-1.7	1	7	-0.8
O=S(=O)(c1ccc(C2CCCCC2)cc1)N1CCOCC1	2.3	-3	-0.6	-0.3	-0.6	1	-1.6	-1.0	-2	-3	-0.6
O=C(c1ccccc1)c1ccccc1C(=O)N1CCN(Cc2ccccc2F)CC1	0.2	-4	0.9	-0.2	-1.5	-6	-2.5	-1.3	2	0	-0.1
O=C(CSc1nc2ncc(Cl)cc2[nH]1)Nc1cccc(F)c1	-0.8	3	-0.5	-0.7	-0.1	3	-0.8	-1.6	-3	-7	-3.4
CCCCNC(=O)C1(C)CCCCN1C(=O)c1ccc2ccccc2n1 (configuration not stated)	-0.5	1	.	-0.3	0.2	2	1.2	-0.6	-1	-2	-1.5
O=C(O)CC1(CC(=O)NCc2ccc(Cl)cc2)CCCCC1	0.6	8	0.4	-0.3	1.1	4	-3.0	-0.5	-6	-3	-1.7
CCCCN1C(=N)N([C@@H](CN2CCC[C@H]2CN2C(N)=NC[C@@H]2Cc2ccccc2)C(C)C)C[C@H]1Cc1ccccc1	1.7	-1	0.0	0.3	0.5	1	0.8	-1.0	-1	0	-1.1
CCCCC(=O)Nc1nn(C)c2nc3c(C)cccc3cc12	1.8	-9	0.3	-0.6	0.0	-1	3.1	-0.9	-6	-3	0.9
Cc1cc(N/N=C/c2ccccc2)nc(N2CCOCC2)n1	1.9	6	.	0.3	-0.9	-1	0.5	-0.6	-2	0	-1.2
O=C(Nc1ccc(C(=O)N2CCOCC2)cc1)C1CCC1	0.2	-7	0.9	0.9	-2.9	3	-1.5	-1.2	0	-1	-0.3
CS(=O)(=O)Nc1cccc(-c2cn3c(n2)SCC3)c1	1.9	3	0.8	2.2	-3.4	-3	1.5	-0.8	0	-1	0.5
O=C1CSC(c2ccccc2[N+](=O)[O-])N1c1ccc(O)cc1 (configuration not stated)	-0.9	-3	1.8	-0.6	1.5	6	-2.5	-1.8	-3	2	-0.4
O=C(CCCC(=O)N(CC(=O)NC1CCCCC1)CC1CCCO1)Nc1ccccn1 (configuration not stated)	2.1	-8	-0.6	0.1	0.5	2	1.2	-0.7	-4	1	-0.6
O=C(N1CCN(c2ccccn2)CC1)N1c2ccccc2Sc2ccccc21	-2.3	4	-4.6	-1.6	1.7	-4	-1.7	-1.4	0	-2	1.4
O=C1c2ccccc2C(O)(c2ccccc2)N1C1CC1 (configuration not stated)	1.3	1	0.6	0.4	-0.1	0	-1.4	-0.8	2	-4	-0.6
CC1CCCC(C)N1C(=O)COC(=O)COc1ccccc1C#N (configuration not stated)	-0.5	-7	1.2	0.7	-2.3	-3	0.5	-1.0	2	-3	1.3
Cc1ccc(/C=N\Nc2nc3ccc(Cl)cc3[nH]2)o1	2.2	-6	0.7	0.7	-2.3	-2	8.5	-0.5	2	4	2.6
CC(C)NC(=O)c1ccc2c(c1)N(CC(=O)N1CCOCC1)C(=O)C(C)(C)O2	1.4	6	1.4	0.5	1.0	1	-1.0	-1.2	-3	-2	-0.7
COC(=O)c1cccc(NC(=O)CSc2nnc(COc3ccccc3)n2C)c1	0.3	-2	-0.1	0.0	-1.1	-4	0.9	-1.3	-1	0	-0.2
CN(C)c1ccc(NC(=S)NC(=O)/C=C/c2ccco2)cc1	3.9	-2	1.1	-1.0	-0.4	-3	0.6	-1.8	-2	-2	-0.5
CC(=O)NC(C)c1nc2ccccc2n1Cc1ccccc1F (configuration not stated)	-0.5	1	0.1	-0.6	0.2	-1	-1.0	-1.1	-6	-1	-1.9
CCN1C(=NCc2cccc(Cl)c2)N[C@@H](c2cccc(F)c2)C(C(=O)OC)=C1C	-7.5	-7	-0.6	-0.8	-0.3	-18	-1.3	-1.1	-5	0	-2.8

Remaining list, next part:
mol	FXN GAA850 act	ADAM10 inh	DAX1 inh-1	DAX1 inh-2	PG9 binder	NPR1 activator	hgDAF12 agonist	ssDAF12 agonist	ADAM17 inh	SMARCA2 activ	hcDAF12 agonist
COc1ccc(CCNC(=O)C(=O)NCc2ccccc2C)cc1OC	1.0	4	-0.6	-0.3	2.4	-5	0.1	-1.6	-2	-4	-0.9
CC(C)N(Cc1ccccc1)C(=S)NC1CCCCC1	2.3	6	-0.5	-1.2	-0.9	-12	0.3	-1.5	-1	-2	-0.3
O=c1c2c3c(sc2ncn1/N=C/c1ccncc1)CCCC3	3.2	0	-0.4	0.0	0.2	-2	-0.3	-1.3	-1	1	-0.5
COc1ccc(-c2c(C#N)cnc(C)c2C)c(O)c1OC	0.1	1	0.3	-0.3	-1.7	3	4.0	-0.7	-3	-4	1.6
O=C(Nc1nnc(-c2ccc3c(c2)CCCC3)o1)c1ccc(Cl)cc1Cl	-2.6	-6	0.0	-1.5	-2.3	-2	0.9	-1.4	2	-2	0.7
CCO[C@H]1OC(C(=O)N2CCOCC2)=C[C@@H](c2cn(C(C)=O)c3ccccc23)[C@@H]1CCCO	-1.6	2	1.3	0.0	-0.5	-1	1.4	-0.7	-1	0	-0.8
Cc1cc2cc(CN(CCCN3CCOCC3)C(=O)NC3CCCCC3)c(=O)[nH]c2cc1C	-3.6	-58	1.3	0.1	2.9	4	0.2	-1.3	-21	4	0.0
COc1ccc(CN2C(=O)CCC2(C)c2nnnn2C2CCCCC2)cc1 (configuration not stated)	.	-12	.	-0.1	-0.4	2	-0.3	-0.2	-3	-1	-2.1
O=C(CSc1ccc2ccccc2n1)N/N=C/c1ccc(O)cc1	0.3	-3	-2.1	-0.4	-2.7	-1	0.0	-1.6	-1	3	-1.1
Cc1ccc(O)c(C2=NCCNC(C(F)(F)C(F)F)=C2)c1	-1.0	9	0.2	-0.2	-0.8	2	-0.7	-1.4	5	-3	1.0
Cc1cc(C)n(-c2nc3c(c(=O)[nH]c(=O)n3C)n2CCc2ccccc2)n1	1.3	4	-0.2	-0.7	-0.5	-6	0.6	-1.7	1	1	-2.1
Cc1ccc(N(C(C)C(=O)O)S(=O)(=O)c2c(C)[nH]c(=O)[nH]c2=O)cc1 (configuration not stated)	1.2	-7	-2.0	0.9	1.6	-4	-1.0	-1.3	-2	0	-0.8
COC(=O)c1sccc1S(=O)(=O)Nc1ccc(Cl)cc1	1.7	-3	0.2	-0.6	1.5	-6	-0.9	0.3	-3	4	0.9
S=C(Nc1cccc2ccccc12)NC1CCCCC1	5.9	-23	0.6	0.5	-0.3	-4	0.4	-0.7	-10	-1	1.1
COCC(C)Nc1ccc(S(=O)(=O)N2CCCC2)cc1[N+](=O)[O-] (configuration not stated)	-0.8	-3	1.0	0.8	-0.6	3	-0.8	-1.9	-3	-3	-0.2
Cc1cccnc1C(NC(=O)C1CCN(Cc2cn(C)c3ccccc23)CC1)c1ccc(Cl)cc1 (configuration not stated)	1.9	2	.	0.0	-0.7	-15	0.2	-1.3	0	-2	-1.7
CCCCc1ccc(C(=O)NC(C(=O)O)C(C)C)cc1 (configuration not stated)	2.8	6	1.7	1.1	-0.7	6	1.6	-0.5	-3	-2	-2.4
COC(=O)c1ccc(C(=O)OC)c(NC(=S)N2CCCCC2)c1	1.0	i	0.2	0.0	0.8	3	1.8	-1.9	-216	2	-0.9
O=C(CN1CCN(C2CCCCC2)CC1)Nc1ccccc1N1CCCCC1	1.3	-1	-0.7	1.4	0.0	-7	-0.4	-1.5	1	-1	1.6
Cc1nn(-c2ccccc2)c(C)c1C(=O)OCC(N)=O	-0.3	3	-0.1	-0.7	0.4	2	-1.8	-0.7	0	-1	0.5
COc1cc(Cl)ccc1OC1(C)CCN(Cc2ccc(SC)cc2)C1 (configuration not stated)	-0.4	-10	.	-1.1	0.9	-6	-3.3	-1.2	-9	0	0.1
CC(C)c1ccccc1OCC(=O)NN1C(=O)c2ccccc2C1=O	1.3	6	-0.1	-0.8	-2.4	0	5.2	-1.4	2	-1	-2.3
Cc1ccc(-c2csc(NCCn3c(C)nc4cc(C(F)(F)F)ccc43)n2)cc1	1.6	9	0.4	-0.3	-1.6	-2	-0.6	-1.2	4	4	-0.6
O=C(Nc1nc(-c2ccc(-c3ccccc3)cc2)cs1)C1=COCCO1	1.8	-6	-0.4	-0.4	-0.8	0	-0.8	-1.6	-3	0	-0.9
CN(C)S(=O)(=O)c1cccc(C(=O)N/N=C\c2cccc(C#N)c2)c1	.	-6	.	-0.7	.	-3	0.3	-1.5	-2	-3	-1.6
O=C(Cn1ccc2ccccc2c1=O)NCCC(=O)Nc1ccc(F)cc1F	3.6	-16	0.1	0.0	0.1	-4	-1.7	-0.6	-8	-4	-1.0
COc1ccc(O)c(-c2[nH]ncc2C(=O)c2ccccc2)c1	-1.0	-5	0.0	-0.1	0.1	2	2.0	-1.9	-8	1	-1.4
COC(=O)c1cccc(NC(=O)C(C)N2C(=O)c3ccccc3C2=O)c1 (configuration not stated)	2.9	-1	2.4	-0.1	-2.1	1	2.4	-1.5	2	1	-0.2

Entries of single compounds, looked up by structure. Order of screens: FXN GAA850 act	ADAM10 inh	DAX1 inh-1	DAX1 inh-2	PG9 binder	NPR1 activator	hgDAF12 agonist	ssDAF12 agonist	ADAM17 inh	SMARCA2 activ	hcDAF12 agonist
`COc1ccc(CCNC(=O)C(=O)NCc2ccccc2C)cc1OC` is entered as 1.0	4	-0.6	-0.3	2.4	-5	0.1	-1.6	-2	-4	-0.9
`S=C(Nc1cccc2ccccc12)NC1CCCCC1` is entered as 5.9	-23	0.6	0.5	-0.3	-4	0.4	-0.7	-10	-1	1.1
